Screening data (PubChem BioAssay)
IMP-1 inhibitor: blocks Pseudomonas aeruginosa IMP-1 metallo-beta-lactamase; inhibition, % at 5.6 µM; 290,000 compounds, 0.45% hits; purified IMP-1, nitrocefin hydrolysis, epi-absorbance fluorescence;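 active = inhibition above the mean plus 3 SD of all compounds in the same screening run, cut at about 4.5% in these data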;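 note: 0% = IMP-1 with DMSO and 100% = DMSO wells lacking enzyme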
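Assay system: purified IMP-1; Quantity: IMP-1 0.2 nM before substrate addition; Medium: HEPES buffer pH 7.1 with ZnSO4 and Brij 35; Incubation: 15 min enzyme–compound preincubation, then 25 min nitrocefin reaction, 25 °C; Signal: fluorescence quenching readout, ex 480/em 530 nm; Controls: DMSO with and without IMP-1; Repeats: singlicate testing.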
VIM-2 inh: blocks Pseudomonas aeruginosa VIM-2 metallo-beta-lactamase; purified VIM-2, nitrocefin hydrolysis, epi-absorbance fluorescence; inhibition, % at 5.6 µM; 290,000 compounds, 0.89% hits; AID 1527;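 active = inhibition above the mean of all tested compounds plus 3 SD, cutoff set per screening run, cut at about 7.5% in these data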;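 note: red hydrolysis product quenches plate fluorescence so inhibitors raise well fluorescence; 0% = enzyme with DMSO and 100% = DMSO without enzyme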
FID counter: counter-screen for HCV NS3 helicase inhibitors: DNA intercalator displacement; DNA fluorescent intercalator displacement, fluorescence; inhibition, % at 7.9 µM; 290,000 compounds, 0.17% hits; AID 1845; in the data active = inhibition above about 37%;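 note: 0% = vehicle and 100% = reference compound; higher means more ethidium bromide displaced from hairpin DNA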
UBC9 SUMO inh: inhibitors of human SUMOylation (UBC9); P63279; HTRF SUMOylation assay, SAE1/SAE2 + UBC9, in vitro; inhibition, % at 35 µM; 290,000 compounds, 0.36% hits; AID 2006; in the data active = inhibition above about 50%, passing the limit was not always enough; note: strong numbers were not always called active
Target sequence (P63279 whole entry, looked up): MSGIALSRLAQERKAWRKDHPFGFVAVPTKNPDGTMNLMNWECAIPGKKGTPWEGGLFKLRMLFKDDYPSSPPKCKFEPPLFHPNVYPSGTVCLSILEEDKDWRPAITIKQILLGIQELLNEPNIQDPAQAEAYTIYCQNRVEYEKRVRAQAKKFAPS
NALP1 yeast inh: blocks the NALP1 inflammasome reconstituted in yeast; AID 2071; inhibition, % at 10 µM; 280,000 compounds, 0.61% hits; S. cerevisiae NALP1/ASC/caspase-1 growth, X-gal OD620, 72 h; in the data active = inhibition mostly above about 24%, no sharp cut-off; inactive = mostly below about 32%; note: some compounds called inactive have numbers as strong as hits
PfM18AAP inh: blocks P. falciparum M18 aspartyl aminopeptidase. 290,000 compounds, 1.2% hits. inhibition, % at 7.35 µM. recombinant PfM18AAP, H-Glu-NHMec fluorogenic cleavage;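 active = inhibition above the campaign mean inhibition over all tested compounds plus 3 SD, cut at about 28% in these data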;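 note: 0% = plate median of test compound wells and 100% = 2 mM ZnCl2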
MEKK2 WT-MEK5: raises or lowers MEK5 binding to wildtype human MEKK2 PB1 domain | Q9Y2U5 | bead flow cytometry, Alexa488-MEK5 binding to MEKK2 WT; actives lie on both sides | binding response (% of control), % at 10 µM | 290,000 compounds, 1.1% hits | AID 1531; in the data active = binding response below about 67% or above about 130%
MEKK2 mut-MEK5: signal of MEK5 binding to mutant human MEKK2 PB1 domain. AID 1530. percent response, % at 10 µM. 290,000 compounds, 0.35% hits. bead flow cytometry, Alexa488-MEK5 binding to MEKK2 mutant; in the data active = percent response above about 24%, passing the limit was not always enough; note: inactives centre near 1; some results filed as inactive read as strong as hits
NS3 helicase inh: HCV NS3 helicase inhibition; inhibition, % at 10.9 µM; 290,000 compounds, 0.56% hits; AID 1800; NS3 helicase DNA unwinding, Cy5 molecular beacon fluorescence;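 active = inhibition above the mean of all tested compounds plus 3 SD, set per campaign, cut at about 35% in these data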;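 note: 0% = DMSO wells and 100% = thioflavine S control wells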
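Test system: hepatitis C virus NS3 helicase domain fragment enzyme. Also added: annealed dual-labelled DNA beacon duplex, ATP-started. Timing: 60 min unwinding reaction at 25 °C after ATP addition. Technique: Cy5 fluorescence. Measure: % inhibition of unwinding.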
An asterisk follows results filed as active; nt = no result given.

1) CN(C)NC(=S)NC1CCS(=O)(=O)C1 (stereo not drawn)
2) Cc1cc(C)cc(C(=O)NCCCN2CCOCC2)c1
3) Cc1ccc(C)c(Nc2nc3c(S(=O)(=O)c4ccccc4)nnn3c3ccccc23)c1
4) Cc1ccc(C(C(=O)NC2CCCCC2)N(C(=O)c2csnn2)C2CC2)o1 (stereo not drawn)
5) CCCCn1nc(NS(=O)(=O)c2cccc3nonc23)c2cc3cccc(C)c3nc21
6) CN(C)CCNC(=O)c1scc2c1CCCC2
entry no.	1	2	3	4	5	6
IMP-1 inhibitor	-2.1	-0.1	-0.7	-4.7	-0.1	-0.4
VIM-2 inh	-1.5	2.5	-1.0	-1.2	-0.7	-1.1
FID counter	2	-1	0	-10	-4	-1
UBC9 SUMO inh	6	2	10	20	3	-17
NALP1 yeast inh	23	17	24	11	12	nt
PfM18AAP inh	-4	-5	0	-15	-3	4
MEKK2 WT-MEK5	101	103	108	98	99	85
MEKK2 mut-MEK5	2	1	0	0	-1	-13
NS3 helicase inh	-2	-5	0	0	-19	-4

Single records, as listed above. Screens in order: IMP-1 inhibitor, VIM-2 inh, FID counter, UBC9 SUMO inh, NALP1 yeast inh, PfM18AAP inh, MEKK2 WT-MEK5, MEKK2 mut-MEK5, NS3 helicase inh
Cc1ccc(C(C(=O)NC2CCCCC2)N(C(=O)c2csnn2)C2CC2)o1 (stereo not drawn) as listed: -4.7, -1.2, -10, 20, 11, -15, 98, 0, 0
CN(C)CCNC(=O)c1scc2c1CCCC2 as listed: -0.4, -1.1, -1, -17, nt, 4, 85, -13, -4
Cc1cc(C)cc(C(=O)NCCCN2CCOCC2)c1 as listed: -0.1, 2.5, -1, 2, 17, -5, 103, 1, -5
CN(C)NC(=S)NC1CCS(=O)(=O)C1 (stereo not drawn) as listed: -2.1, -1.5, 2, 6, 23, -4, 101, 2, -2
Cc1ccc(C)c(Nc2nc3c(S(=O)(=O)c4ccccc4)nnn3c3ccccc23)c1 as listed: -0.7, -1.0, 0, 10, 24, 0, 108, 0, 0

(list continues)
7) COc1ccc(-c2noc(Cc3ccccc3OC)n2)cc1
8) O=C(C1CCCO1)N1CCN(C(=S)NC2CC2)CC1 (stereo not drawn)
9) COc1ccccc1-c1cc(C(=O)NCCCN2CCOCC2)no1
10) CCOC(=O)c1c(C)cccc1OCC(N)=O
11) Cc1cc(C)n(CCC(=O)N/N=C/c2cccc([N+](=O)[O-])c2)n1
12) Cn1c(CNC(=O)OC(C)(C)C)n[nH]c1=S
entry no.	7	8	9	10	11	12
IMP-1 inhibitor	-3.4	-2.0	-1.7	-1.4	-2.0	2.7
VIM-2 inh	-1.5	-0.9	0.3	-3.1	-1.7	-2.7
FID counter	-11	-7	-1	-12	-9	4
UBC9 SUMO inh	-4	11	21	-1	14	9
NALP1 yeast inh	28	10	18	-1	-1	-3
PfM18AAP inh	7	2	-1	9	-3	9
MEKK2 WT-MEK5	97	107	109	101	102	99
MEKK2 mut-MEK5	-1	6	13	0	3	-6
NS3 helicase inh	-9	9	-3	13	12	-7

13) Cc1nn(CC(=O)Nc2ccc(N3CCOCC3)cc2)c(C)c1Cl
14) O=C(CN1C(=O)c2ccccc2C1=O)OC(C(=O)c1ccc(Cl)cc1)c1ccccc1 (stereo not drawn)
15) COc1ccccc1S(=O)(=O)Cc1ccc(C(=O)NCC(OC)OC)o1
16) COc1ccc(CNC(=O)c2ccc(CS(=O)c3ccccc3)o2)cc1 (stereo not drawn)
17) Cc1ccc(C(=O)NC(=S)NCC2CCCO2)cc1Br (stereo not drawn)
18) CCCc1nc2scc(-c3ccc(C)cc3)c2c(=O)n1N
entry no.	13	14	15	16	17	18
IMP-1 inhibitor	-2.8	-2.7	-0.9	-1.5	-1.8	-3.3
VIM-2 inh	-4.5	-2.4	-1.8	-3.8	-0.5	-1.7
FID counter	-23	-6	-4	-35	-15	-20
UBC9 SUMO inh	6	-12	16	-4	-10	10
NALP1 yeast inh	8	-14	13	2	27	-26
PfM18AAP inh	3	2	-3	6	-5	4
MEKK2 WT-MEK5	106	98	101	103	106	93
MEKK2 mut-MEK5	2	6	0	3	0	-2
NS3 helicase inh	4	-7	6	32	11	-1

Brought forward from above: 4 entries; new compounds follow.
15) COc1ccccc1S(=O)(=O)Cc1ccc(C(=O)NCC(OC)OC)o1
16) COc1ccc(CNC(=O)c2ccc(CS(=O)c3ccccc3)o2)cc1 (stereo not drawn)
17) Cc1ccc(C(=O)NC(=S)NCC2CCCO2)cc1Br (stereo not drawn)
18) CCCc1nc2scc(-c3ccc(C)cc3)c2c(=O)n1N
19) CCCCCC(=O)Nc1cccc(-c2nc3ncccc3o2)c1
20) CCOc1ccc(OCC)c(NC(=O)C2CCCN(c3ncccn3)C2)c1 (stereo not drawn)
21) COc1ccc2[nH]cc(CCN3C(=O)CCC3=O)c2c1
22) COCCC(=O)N1CCC(Oc2ccc(C(=O)NCCc3cn[nH]c3)cc2)CC1
23) Cc1cc(Nc2ncc(Cl)cc2Cl)n[nH]1
24) O=C(Nc1ccc(CN2CCOCC2)cc1)c1ccc(-c2ccc(Cl)cc2Cl)o1
entry no.	15	16	17	18	19	20	21	22	23	24
IMP-1 inhibitor	-0.9	-1.5	-1.8	-3.3	-5.1	-2.8	-4.3	1.4	-2.6	-2.5
VIM-2 inh	-1.8	-3.8	-0.5	-1.7	-3.4	-1.6	-3.9	-1.0	-0.5	-3.2
FID counter	-4	-35	-15	-20	-8	-28	0	-14	-4	10
UBC9 SUMO inh	16	-4	-10	10	26	1	-16	5	22	-14
NALP1 yeast inh	13	2	27	-26	23	16	14	15	18	7
PfM18AAP inh	-3	6	-5	4	0	12	0	-2	0	3
MEKK2 WT-MEK5	101	103	106	93	93	103	91	104	98	136
MEKK2 mut-MEK5	0	3	0	-2	-2	3	-9	3	0	11
NS3 helicase inh	6	32	11	-1	10	4	5	-3	-2	-59

25) COc1cccc(C2CC(c3cccc(Br)c3)n3nc(N)nc3N2)c1 (stereo not drawn)
26) O=[N+]([O-])c1ccc(N2CCN(CCOCCO)CC2)c([N+](=O)[O-])c1
27) CCC1=NC(c2ccccc2Cl)N(O)C1(C)C (stereo not drawn)
28) COc1ccc(NC(=S)N(CCO)Cc2cc3c(C)cc(C)cc3[nH]c2=O)cc1
29) COc1ccc(OCc2nnc(SCC(=O)Nc3ccccc3C#N)o2)cc1
30) CCOc1cc(CNCc2cc(OC)cc(OC)c2)ccc1OC
entry no.	25	26	27	28	29	30
IMP-1 inhibitor	-3.4	-2.8	-2.1	-1.8	-2.8	-2.1
VIM-2 inh	-3.0	-6.0	-3.3	0.4	-5.9	-0.8
FID counter	-24	10	7	-17	-10	11
UBC9 SUMO inh	11	8	7	12	12	12
NALP1 yeast inh	33	-1	-2	nt	-4	7
PfM18AAP inh	1	4	-22	-9	2	-1
MEKK2 WT-MEK5	88	96	108	108	97	110
MEKK2 mut-MEK5	-5	-5	9	19	0	18
NS3 helicase inh	0	-5	5	-8	8	-4

31) CCOC(=O)C1(Cc2cccc(OC)c2)CCN(Cc2ccc(OC)c(O)c2)CC1
32) COCc1c(C(=O)N/N=C\c2cccs2)nnn1-c1nonc1N
33) CC1(NC(=O)CCc2nc3ccccc3c(=O)[nH]2)CCS(=O)(=O)C1 (stereo not drawn)
34) CCC(C)C(NS(=O)(=O)c1ccc(C)cc1)C(=O)NCCCN1CCOCC1 (stereo not drawn)
35) O=C(NC1CCCC1)C(c1ccccc1)N(Cc1ccc(F)cc1)C(=O)c1csnn1 (stereo not drawn)
36) Cc1noc(C)c1COc1ccc(C(=O)OC(C)C(=O)Nc2ccc(S(=O)(=O)N3CCOCC3)cc2)cc1 (stereo not drawn)
entry no.	31	32	33	34	35	36
IMP-1 inhibitor	-3.9	-2.4	-1.5	-3.2	0.8	-2.5
VIM-2 inh	-3.3	-1.4	-3.5	-4.3	1.6	-4.2
FID counter	19	-7	-6	0	-27	-6
UBC9 SUMO inh	-1	2	1	-1	-7	13
NALP1 yeast inh	1	-4	11	10	22	35
PfM18AAP inh	8	7	2	-2	5	2
MEKK2 WT-MEK5	105	96	107	104	92	105
MEKK2 mut-MEK5	-9	-3	3	3	-6	2
NS3 helicase inh	-12	-5	-2	3	0	-4

37) CCNc1nc(=S)nc(NCc2ccccc2)[nH]1
38) Cc1cc(C)nc(NC(=O)c2c(-c3ccccc3Cl)noc2C)n1
39) O=C1c2ccsc2SCCN1Cc1ccc(Cl)cc1Cl
40) O=C(COC(=O)c1cc([N+](=O)[O-])ccc1NCc1ccccc1)NC1CCCc2ccccc21 (stereo not drawn)
41) CCC(Sc1nc2ncccc2[nH]1)C(=O)N1CCOCC1 (stereo not drawn)
42) CC(O)CNc1cnccn1 (stereo not drawn)
entry no.	37	38	39	40	41	42
IMP-1 inhibitor	-2.5	-1.9	-2.4	-1.1	-3.2	-1.6
VIM-2 inh	-6.2	-1.9	-2.8	-3.2	-2.9	-0.5
FID counter	-13	-1	-14	1	-7	1
UBC9 SUMO inh	12	17	13	17	5	-8
NALP1 yeast inh	-4	8	12	11	8	20
PfM18AAP inh	13	-7	2	-4	5	0
MEKK2 WT-MEK5	99	97	99	100	105	94
MEKK2 mut-MEK5	-2	-4	3	8	6	-3
NS3 helicase inh	-4	1	-7	5	11	-8

43) O=C(CN1CCCC1)Nc1ccccc1Cl
44) CN1CCN(C(=O)CNC(=O)Cc2ccc(Cl)cc2)CC1
45) O=C(c1cccc(S(=O)(=O)N2CCCC2)c1)N1CCN(c2ncccn2)CC1
46) CN(C1CCCCC1)S(=O)(=O)c1ccc(C(=O)Nc2sc3c(c2C(N)=O)CC(C)(C)NC3(C)C)cc1
47) Cc1cc(Cl)c(S(=O)(=O)N2CCN(c3ccccc3)CC2)cc1OCC(N)=O
entry no.	43	44	45	46	47
IMP-1 inhibitor	-0.8	-4.4	-3.8	-1.5	-3.6
VIM-2 inh	-2.3	-2.0	-3.3	-0.1	-2.8
FID counter	-1	-3	-15	33	-33
UBC9 SUMO inh	15	0	-4	29	2
NALP1 yeast inh	2	nt	18	12	0
PfM18AAP inh	-7	4	-12	0	-2
MEKK2 WT-MEK5	99	107	93	120	101
MEKK2 mut-MEK5	0	5	-3	6	6
NS3 helicase inh	-1	-4	-4	-83	-2
